# VP16 counter = Gal4-VP16 reporter inhibition counter-screen | Drosophila S2 Gal4-VP16 UAS-luciferase, luminescence, 20 h | 3.5% of 310,000 active | Potency, µM (titrated, usually from 53.6 µM), for the others: at the top dose activity, negative = inhibition, actives largely listed as inhibitors;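 note: Gal4-VP16 expression switched on by copper sulfate through the metallothionein promoter; potency is the fitted concentration of half-maximal effect; % is set by controls: 0 for no effect and ±100 for the full control effect; nearly all actives have a fitted effect of over 50% in size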
# KCNH2 3.1 inh = blocks the human KCNH2 3.1 channel isoform | 0.95% of 340,000 active | AID 720553 | activity change, % (tested at about 1.8 µM) | U2OS KCNH2 3.1, thallium flux FluxOr; stronger effect = lower value;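 active = maximum activity change below -70%; inconclusive = maximum activity change from -70% to -50%; inactive = maximum activity change above -50%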;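 note: thallium influx rate constant from kinetic fluorescence after stimulation buffer; % is set by controls: 0 for no effect and ±100 for the full control effect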
#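 Measured as rate of thallium-driven FluxOr signal in transduced U2OS cells carrying the 3.1 channel, read kinetically for 2 min upon stimulation; values are rate constants scaled to DMSO control wells.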
# Mito fusion act = blocks mitochondrial division or promotes mitochondrial fusion | 0.23% of 320,000 active | S. cerevisiae fusion-defective mutant growth rescue, CellTiterGlo 48 h | Potency, µM (doses to about 46.1 µM), for the others: top-dose growth rescue (activation), actives largely listed as activators;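 note: potency is the fitted concentration of half-maximal effect; % of control where 0% means no effect; nearly all actives have a fitted effect of over 45% in size; temperature-sensitive fusion mutants such as fzo1-1 at 37 °C on non-fermentable ethanol glycerol medium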
#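 Yeast fusion mutant, YPEG (non-fermentable carbon), compound, 48 h at 37C non-permissive; CellTiterGlo added, 10 min RT, luminescence read. Rescued growth = division inhibition.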
# FLuc modulator = firefly luciferase modulation, counter-screen for miR-21 project; 6.9% of 360,000 active; P08659; AID 588342; purified FLuc, Km substrates, luminescence inhibition; Potency, µM (doses to about 57.5 µM), for the others: at the highest dose activity change, negative = inhibition, usual class: inhibitors;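 note: potency is the fitted concentration of half-maximal effect; plate controls were vehicle for no effect and reference inhibitor for full effect; nearly all actives have a fitted effect of over 55% in size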
#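 Biochemical qHTS of compounds, final roughly 60 µM downward over six points, against 10 nM purified firefly luciferase using Km concentrations of substrates (10 uM D-luciferin, 10 uM ATP) in Tris acetate pH 7.5 buffer; luminescence output.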
# PKM2 activator = activators of human pyruvate kinase M2. P14618. 0.34% of 260,000 active. purified PKM2, Kinase-Glo ATP luminescence, activation; response scale: 0% is enzyme alone, no compound. Potency, µM (highest dose often 57.5 µM), for the others: top-dose activation, hits mostly activators; note: potency is the fitted concentration of half-maximal effect; % is set by controls: 0 for no effect and ±100 for the full control effect; nearly all actives have a fitted effect of over 55% in size
#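 hPK-M2, >95% pure; 0.1 mM ADP / 0.5 mM PEP final; imidazole pH7.2 buffer w/ 7 mM MgCl2, 50 mM KCl; 1 h RT; Kinase-Glo lum. Intermediate enzyme activity for dual inhibitor/activator qHTS.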
# Menin-MLL TR inh = inhibitors of human menin-MLL interaction, mutant MLL peptide. AID 1768. O00255. Potency, µM (titrated, usually from 61.6 µM), for the others: top-dose FP activity change, negative = inhibition, actives largely listed as inhibitors. Menin + Texas Red MLL mutant peptide, fluorescence polarization. 0.23% of 270,000 active; active = well fitted inhibition curve with a large enough effect in the polarisation, with a control signal flat, not every such curve was filed as active; inconclusive = small, poorly fitted or top-dose-only effect, or effect the other way, or a change in a side signal; inactive = no such curve, though single readings can be large or run the other way; the % refers to the polarisation; note: potency is the fitted concentration of half-maximal effect; % of control where 0% means no effect; many of its hits are not listed in these tables
# Target sequence (O00255 whole entry, looked up): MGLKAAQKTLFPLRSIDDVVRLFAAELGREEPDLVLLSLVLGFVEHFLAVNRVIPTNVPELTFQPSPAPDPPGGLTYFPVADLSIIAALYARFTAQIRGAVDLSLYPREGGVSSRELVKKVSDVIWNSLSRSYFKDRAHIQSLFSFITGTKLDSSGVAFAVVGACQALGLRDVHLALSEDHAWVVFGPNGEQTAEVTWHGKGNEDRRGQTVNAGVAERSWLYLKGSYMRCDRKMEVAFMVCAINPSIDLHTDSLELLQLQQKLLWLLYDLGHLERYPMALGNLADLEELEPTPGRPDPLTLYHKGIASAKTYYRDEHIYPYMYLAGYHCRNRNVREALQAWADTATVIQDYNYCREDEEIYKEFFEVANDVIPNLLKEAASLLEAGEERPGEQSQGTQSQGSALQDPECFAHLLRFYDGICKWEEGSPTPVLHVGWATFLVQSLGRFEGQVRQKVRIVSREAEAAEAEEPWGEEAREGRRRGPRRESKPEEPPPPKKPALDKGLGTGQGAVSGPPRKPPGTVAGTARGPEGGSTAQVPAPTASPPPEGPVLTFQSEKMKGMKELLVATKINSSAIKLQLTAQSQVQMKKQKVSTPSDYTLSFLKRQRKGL
# NPC1 promoter act = activators of NPC1 promoter | Potency, µM (top dose mostly 9.22 µM), for inactives: at the top dose activation, actives largely listed as activators | Huh7 NPC1 promoter luciferase reporter, 24 h | AID 485313 | 2.4% of 320,000 active;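 note: potency is the fitted concentration of half-maximal effect; % of control where 0% means no effect; nearly all actives have a fitted effect of over 60% in size; reporter is driven by a mutant NPC1 promoter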
#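 Cells: Huh7 expressing luciferase under the NPC1 promoter, 1500/well. Seeded 2 h, compound added, incubated 24 h at 37 °C. Luciferase reagent, 10 min ambient, then luminescence.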
# RORgamma inh = ROR gamma (mouse) transcription inhibition; 5.4% of 310,000 active; Drosophila S2 Gal4-RORgamma UAS-luciferase reporter, 20 h; AID 2551; Potency, µM (series often up to 53.6 µM), inactives show at the top dose activity change, negative = inhibition, actives largely listed as inhibitors; note: potency is the fitted concentration of half-maximal effect; % is set by controls: 0 for no effect and ±100 for the full control effect; nearly all actives have a fitted effect of over 60% in size
#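 Schneider cells (Drosophila), stable Gal4 DBD–ROR gamma + UAS-luc; 1 hr cmpd preincubation; Cu2+ induction 700 uM final; 20 hr ambient; luminescence.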
# Rab9 prom act = activates the Rab9 promoter; Potency, µM (doses to about 9.22 µM), for inactives: top-dose activation, negative = inhibition, hits mostly activators; 2.8% of 320,000 active; Huh7 Rab9 promoter-luciferase reporter, luminescence, 24 h; note: potency is the fitted concentration of half-maximal effect; % of control where 0% means no effect; nearly all actives have a fitted effect of over 60% in size
#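 Luciferase signal after 10 min detection reagent at ambient indicates Rab9 promoter upregulation; stably transfected Huh7 cells were treated 24 h with compound in DMSO at 37 °C, 5% CO2.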
# MBNL1 CUG block = inhibitors of human MBNL1 binding to CUG repeat RNA; Q9NR56; 0.036% of 280,000 active; Potency, µM (doses to about 57.5 µM), for the others: at the top dose activity change, negative = inhibition, hits mostly inhibitors; TR-FRET MBNL1-His/biotin-(CUG)12 binding, 665/545 ratio; AID 2675; active = well fitted inhibition curve with a large enough effect in the signal ratio, with a control signal flat, not every such curve was filed as active; inconclusive = small, poorly fitted or top-dose-only effect, or effect the other way, or a change in a side signal; inactive = no such curve, though single readings can be large or run the other way; the % refers to the signal ratio; note: potency is the fitted concentration of half-maximal effect; % is set by controls: 0 for no effect and ±100 for the full control effect
# Target sequence (Q9NR56 whole entry, looked up): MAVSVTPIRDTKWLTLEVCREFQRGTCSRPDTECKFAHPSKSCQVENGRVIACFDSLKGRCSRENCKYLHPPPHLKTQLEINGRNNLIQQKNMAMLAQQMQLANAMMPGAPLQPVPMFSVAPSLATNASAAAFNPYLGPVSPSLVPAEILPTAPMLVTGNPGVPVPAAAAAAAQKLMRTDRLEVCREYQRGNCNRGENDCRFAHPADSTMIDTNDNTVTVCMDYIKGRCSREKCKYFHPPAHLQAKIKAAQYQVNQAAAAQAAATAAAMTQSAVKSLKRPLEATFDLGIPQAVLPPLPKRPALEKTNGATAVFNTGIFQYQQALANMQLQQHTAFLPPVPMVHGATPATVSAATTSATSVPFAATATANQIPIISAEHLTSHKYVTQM
#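 Inhibition of protein-RNA binding appears as loss of TR-FRET between terbium anti-His antibody on MBNL1-His and streptavidin-XL665 on biotin-(CUG)12. Activity is normalized to buffer-only and uninhibited-complex controls.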
# ELG1 DNA repair = inhibitors of ELG1-dependent DNA repair in HEK293T cells; 2.3% of 330,000 active; Potency, µM (doses to about 46.1 µM), inactives show at the top dose activity change, negative = inhibition, most hits filed as inhibitors; HEK293T ELG1-luciferase reporter, luminescence, 16 h; DNA damage induced by 5-fluorouridine; AID 504467; note: potency is the fitted concentration of half-maximal effect; % is set by controls: 0 for no effect and ±100 for the full control effect; nearly all actives have a fitted effect of over 55% in size
#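 DMSO vehicle served as the neutral condition. Each well held 2,000 cells given 5-fluorouridine plus compound; after 16 hr at 37 °C/5% CO2, ONE-Glo was added and luciferase measured 30 min later.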
# An asterisk follows results filed as active; u = inconclusive; x = not tested or not shown; & = joins results of further samples; [ ] = another dose, or the depositor's remark. Unless noted, calls come from the whole dose curve; as a rule, active = well fitted curve in the direction sought with a large enough effect; inconclusive = small, poorly fitted or top-dose-only effect, or another doubt; inactive = no such curve, though single readings can be large; an effect the other way counts as inactive or inconclusive.
SMILES,VP16 counter,KCNH2 3.1 inh,Mito fusion act,FLuc modulator,PKM2 activator,Menin-MLL TR inh,NPC1 promoter act,RORgamma inh,Rab9 prom act,MBNL1 CUG block,ELG1 DNA repair
CCC(CC)C(=O)c1c[nH]c(C(=O)NCCc2ccccn2)c1,2%,4,1%,2%,-21%,14%,-4%,30%,5%,4%,18%
Cc1ccc(Cn2cc(SCC(=O)Nc3nccs3)c3ccccc32)cc1,-15%,-1,-2%,u,-13%,u,u,-43%,u,-7%,u
O=C(COc1coc(CN2CCc3ccccc32)cc1=O)Nc1ccccc1,x,17,3%,5%,x,x,-1%,x,0%,x,-6%
CCn1c(N2CCN(C(=O)C34CC5CC(CC(C5)C3)C4)CC2)nc2ccccc21,2%[0.365 µM],10,20%,-8%,-2%,-26%,-1%,13%,-7%,-6%,u
O=c1n(Cc2ccccc2Cl)nc2n1-c1ccccc1SC2,20%,6,13%,24µM*,-1%,x,u,u,3.5µM*,-14%,u
COc1ccc(S(=O)(=O)N(Cc2cccnc2)Cc2cc3ccccc3[nH]c2=O)cc1,-4%,-15,1%,-1%,x,x,-4%,17%,0%,6%,-8%
CC1CCN(c2nc(Cl)nc(Nc3ccc([N+](=O)[O-])cc3)n2)CC1,2%,10,u,-20%,-5%,5%,1%,u,-3%,-5%,u
C[C@H](NC(=O)c1nc[nH]c1C(=O)NC1CCN(C(=O)OC(C)(C)C)CC1)C(=O)OCc1ccccc1,u,24,-2%,2%,-1%,-12%,2%,14µM*,-3%,3%,4%
O=C(Nc1ccc2nsnc2c1)NC1CCCCC1,17%,-1,1%,6.7µM*,-1%,31%[activator],2.2µM*,19%,1.4µM*,u,u
COc1ccc(C)cc1N(CC(=O)NCCN1CCOCC1)S(=O)(=O)c1ccccc1,x,0,2%,0%,x,x,-2%,x,0%,x,u
O=C(COc1ccc([N+](=O)[O-])cc1)Nn1cnnc1,-4%,-5,-7%,-1%,-5%,-15%,2%,19%,-5%,u,13%
Cc1cc([N+](=O)[O-])nn1CC(=O)Nc1cnc2ccccc2c1,19%,-18,7%,-1%,-6%,4%,-7%,26%,-8%,u,u
CCOc1cc(/C=N/NC(=O)C(=O)N/N=C/c2ccc(O)c(OCC)c2)ccc1O,-3%,-24,1%,-7%,1%,u,3%,u,-6%,-9%,-3%
O=C(CN1C(=O)NC2(CCCCCC2)C1=O)N1CCC(Cc2ccccc2)CC1,-26%,3,6%,-2%,9%,-21%,-5%,146%,-10%,-1%,u
OCCNCCOc1ccccc1F,11%[0.365 µM],16,-4%,2%,0%,6%,5%,34%,-2%,-6%,11%
O=C(Oc1ccc2[nH]cc(CCN3C(=O)c4ccccc4C3=O)c2c1)c1ccco1,-5%,-18,u,2%,-1%,u,-2%,14%,0%,9%,u
COc1ccc(NC(=O)CCc2ccccc2)cc1S(=O)(=O)N1CCOCC1,x,10,2%,-1%,x,x,-3%,x,-4%,x,25%
CC(=O)NS(=O)(=O)c1ccc(NC(=O)CC(C)c2ccccc2)cc1 (stereo unspecified),-1%,-5,-7%,6%,1%,-1%,0%,-5%,0%,-8%,2%
CC(C)CCNC(=O)C1CC(=O)N(C2CCCC2)C1 (stereo unspecified),1%,20,0%,0%,5%,0%,-5%,-2%,0%,3%,9%
CC(C)CC1Nc2ncnc(N3CCN(c4ccccn4)CC3)c2N(Cc2ccc(Br)cc2)C1=O (stereo unspecified),x,-18,u,3%,x,x,-2%,x,-4%,x,-17%
O=C1C2CCCN2C(c2ccccc2)N1c1nccs1 (stereo unspecified),-15%,-7,0%,-6%,4%,1%,2%,5.6µM*,-1%,-4%,-5%
CCOc1nc(NCCN2CCOCC2)nc(Nc2ccc(C)cc2)n1,9%,-14,-1%,-19%,-4%,-11%,1%,2%,5%,-21%,13%
N#Cc1ccsc1NC(=O)CN1CCN(c2ccccc2O)CC1,-2%,-45,10%,2%,-1%,-11%,-1%,-8%,1%,-8%,u
CCn1c(SCC(=O)NCc2ccco2)nnc1-c1ccncc1,12%,x,1%,-1%,-1%,-4%,-1%,7%,-3%,-5%,2%
Cc1cc2c(cc1S(=O)(=O)N(C)Cc1ccccc1)n(C)c(=O)c(=O)n2C,1%,6,1%,5%,10%,-16%,-11%,1%,3%,1%,0%
Cc1ccc(NC(=O)CNC(=O)c2ccccc2F)cc1Cl,2%,-6,-7%,-3%,1%,u,14%,-10%,18%,2%,u
N#C/C(=C(/O)c1cccc(F)c1)c1nc2ccccc2s1,13%,2,18%,19µM*,-4%,x,u,u,u,-11%,u
COc1ccc(-c2[nH]ncc2CN2CCC(C(=O)c3ccc(F)cc3)CC2)cc1,3%,-93*,1%,1%,-3%,x,1%,-1%,-3%,-4%,-3%
S=c1nc(Cc2ccc(Cl)cc2)[nH]c2ccccc12,11µM*,2,-4%,-1%,8%,13%,-8%,1.8µM*,-4%,40%[activator],3%
CC1(C)Cc2cccc(OCC(=O)OCC(=O)c3ccccc3)c2O1,x,3,4%,0%,x,x,-2%,x,-2%,x,4%
O=C(NCCCN1CCCC1)c1ccc(CS(=O)(=O)c2ccc(Cl)cc2)o1,-5%,-29,3%,2%,x,x,2%,1%,-7%,-7%,2%
O=C(c1ccc(F)cc1)c1cnc(Nc2ccccc2)s1,-7%,15,26%,0.6µM*,5%,26%,2µM*,-25%,1.3µM*,3%,u
C=CCNC(=O)c1c(CSc2ccccc2)noc1C(=O)NCc1ccccc1,-11%,-5,-15%,1%,25%,x,-6%,37%,-8%,-8%,-8%
O=C(C[n+]1cc(Br)cc2ccccc21)c1ccc(F)cc1,16%,-1,1%,-2%,x,u,-2%,19%,-1%,u,24%
CCNC(=S)N1CCc2cc(OC)c(OC)cc2C1COc1ccccc1OC (stereo unspecified),-2%,1,12%,0%,5%,14%,0%,u,-3%,-3%,u
Cc1ccc(S(=O)(=O)N2CCC3(CC2)OCCN3S(=O)(=O)c2c(C)cc(C)cc2C)cc1,x,-13,6%,-1%,x,x,-2%,x,-12%,x,-13%
CCCCN(Cc1cc2ccccc2[nH]c1=O)S(C)(=O)=O,-2%,-9,0%,-1%,-1%,-9%,-7%,18%,-5%,-8%[11.5 µM],6%
Cc1cc(NC(=O)C2CC2)ncc1NC(=O)C12CC3CC(CC(C3)C1)C2,-2%,-8,7%,-3%,11%,1%,1%,-42%,3%,-10%,2%
c1cncc(-c2nc3ccccc3[nH]2)c1,-7%&2%,-10,-26%&0%,u,-13%&-6%,-2%,17%&18%,26%&4%,16%&9%,-4%&7%,u
CN(C)c1ccc(CN(C(=O)c2ccccc2Br)C2CCS(=O)(=O)C2)cc1 (stereo unspecified),-8%,-1,0%,-1%,x,x,1%,7%,-1%,-4%,u
COc1ccccc1C1=NC(c2ccc(C)cc2)N=C1C (stereo unspecified),7%,10,4%,15µM*,3%,-25%,u,32%,u,-2%,u
COc1ccc(C(C)=O)cc1COC(=O)c1cccnc1SC,-9%,-19,0%,3%,-10%,1%,7%,0%,0%,11%,-16%
CCOC(=O)C1CCCN(C(=O)c2ccc3c(c2)NC(=O)C(N2CCOCC2)S3)C1 (stereo unspecified),u,5,3%,0%,5%,-16%,-4%,u,-12%,-5%,u
C=CCOC(=O)C1=C(C)NC(=O)NC1c1ccc(OCC)cc1 (stereo unspecified),-6%,4,3%,1%,-4%,u,-2%,-13%,5%,-12%,9%
O=C(c1ccc(Cl)cc1)N1C2C=CC(C2)C1(C(F)(F)F)C(F)(F)F (stereo unspecified),-9%,2,0%,0%,-3%,2%,-1%,19%,-9%,-11%,3%
COc1ccc(Cl)cc1C(=O)NNC(=S)NC(=O)/C=C/c1ccco1,u,-3,-10%,-9%,11%,u,-3%,4µM*,3%,-1%,u

# Screening results from PubChem BioAssay.

# An excerpt; rates above refer to the full screens.
